Efflux pump mplx: inhibitors of Candida antifungal efflux pumps expressed in yeast | AID 485275 | inhibition, % at 10 µM | hit rate 0.44% among 330,000 | S. cerevisiae Candida pump triplex, Nile Red efflux;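 active = plate passing quality check with inhibition over a set limit, or well fluorescence over plate mean plus 4 SD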;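 also: Nile Red retained in pooled yeast measured as flow cytometry median fluorescence; 0% = buffer negative control and 100% = Enniatin B positive control; higher means more Nile Red kept so more efflux inhibition; some compounds called inactive have numbers as strong as hits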
RPL19A-GFP yeast: alters RPL19A-GFP fluorescence in TOR pathway yeast screen. hit rate 0.3% among 330,000. percent response vs DMSO, % at 10 µM. S. cerevisiae RPL19A-GFP strain, flow cytometry, 3 h; active compounds read low;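 active = percent response vs DMSO below 50%; inconclusive = fewer than 70 events counted for the yeast strain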;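 also: median channel GFP fluorescence of the barcoded RPL19A-GFP strain; ratio of sample median GFP to plate DMSO average so 100% = DMSO; lower means less RPL19A-GFP as with rapamycin TOR inhibition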
AGP1-GFP MLPCN: modulators of TOR pathway AGP1-GFP in S. cerevisiae | S. cerevisiae AGP1-GFP multiplex flow cytometry, 3 h; GFP as percent of DMSO wells | GFP response vs DMSO, % at 10 µM | hit rate 0.02% among 320,000 | AID 2066;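 active = GFP response relative to DMSO above a set limit, near screen average plus 3 SD, cut at about 150% in these data; inconclusive = fewer than 70 cells counted for the yeast strain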;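 also: median GFP channel fluorescence of the gated AGP1 strain per well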
AHR act: activates the human aryl hydrocarbon receptor; P35869; AHR-responsive luciferase reporter cells, luminescence; activation, % at 5 µM; hit rate 2.5% among 320,000; in the data active = activation above about 47%;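 also: 0% = vehicle wells and 100% = reference agonist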
Target sequence (P35869 whole entry, looked up): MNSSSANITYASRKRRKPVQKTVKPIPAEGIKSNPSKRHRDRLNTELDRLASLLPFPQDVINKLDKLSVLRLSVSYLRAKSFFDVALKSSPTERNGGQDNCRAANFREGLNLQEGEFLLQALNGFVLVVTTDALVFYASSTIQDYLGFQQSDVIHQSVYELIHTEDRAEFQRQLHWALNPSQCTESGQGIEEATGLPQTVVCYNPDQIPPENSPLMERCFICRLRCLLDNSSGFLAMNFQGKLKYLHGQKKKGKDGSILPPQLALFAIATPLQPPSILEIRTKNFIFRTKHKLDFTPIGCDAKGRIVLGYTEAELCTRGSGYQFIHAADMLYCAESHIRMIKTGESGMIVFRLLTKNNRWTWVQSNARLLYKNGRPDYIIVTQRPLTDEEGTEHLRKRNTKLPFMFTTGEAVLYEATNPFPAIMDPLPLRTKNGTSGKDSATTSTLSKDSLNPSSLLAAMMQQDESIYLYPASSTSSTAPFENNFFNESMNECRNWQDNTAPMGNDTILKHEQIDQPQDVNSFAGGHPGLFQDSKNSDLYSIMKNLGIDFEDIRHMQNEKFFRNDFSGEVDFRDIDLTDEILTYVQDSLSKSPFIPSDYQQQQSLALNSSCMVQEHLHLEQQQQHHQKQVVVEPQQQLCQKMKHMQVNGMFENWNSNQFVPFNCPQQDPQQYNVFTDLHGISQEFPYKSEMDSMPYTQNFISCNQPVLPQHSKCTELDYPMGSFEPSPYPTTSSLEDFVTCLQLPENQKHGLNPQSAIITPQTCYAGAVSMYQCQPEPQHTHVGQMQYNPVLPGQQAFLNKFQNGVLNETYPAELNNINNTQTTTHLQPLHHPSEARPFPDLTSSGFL
LAP4-GFP MLPCN: yeast TOR pathway LAP4-GFP modulation; AID 2023; hit rate 0.34% among 320,000; GFP response vs DMSO, % at 10 µM; S. cerevisiae LAP4-GFP multiplex, flow cytometry GFP, 3 h; median GFP as percent of DMSO wells;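 active = GFP response vs DMSO above a set limit, about the screen mean plus 3 SD, cut at about 150% in these data; inconclusive = under 70 cell events counted for the yeast strain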
CIT2 TOR yeast: alters CIT2-GFP fluorescence in TOR pathway yeast screen | S. cerevisiae CIT2-GFP strain, flow cytometry, 3 h; 100 means same as DMSO wells | GFP response vs DMSO, % at 10 µM | hit rate 0.065% among 320,000;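 active = GFP response relative to DMSO above a set limit, near the screen mean plus 3 SD, cut at about 150% in these data; inconclusive = Fewer than 70 cells measured for a yeast strain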;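 also: ratio of well median GFP fluorescence to mean of DMSO wells on the plate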
MEP2-GFP yeast: modulators of TOR pathway MEP2-GFP in S. cerevisiae. GFP response vs DMSO, % at 10 µM. hit rate 0.51% among 330,000. AID 2016. S. cerevisiae MEP2-GFP strain, flow cytometry GFP, 3 h; 100% = DMSO control level;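 active = GFP response versus DMSO above a set limit, roughly screen mean plus 3 SD, cut at about 180% in these data; inconclusive = fewer than 70 cells counted for a yeast strain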;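 also: median GFP fluorescence of the barcode-gated MEP2-GFP cells per well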
CR mimetic SO: lowers age-related superoxide in aged yeast cells | S. cerevisiae aged cells, superoxide DHE fluorescence; active compounds read low | superoxide response (% of plate mean), % at 10 µM | hit rate 0.18% among 330,000;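 active = superoxide response under a set limit, about three screen SD below normal, cut at about 65% in these data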;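 also: yeast aged for seven days with compound at 30 °C before DHE staining; 100% = average MFI of all compound-treated wells on the plate with controls excluded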
Active calls of the source: *; ? = inconclusive; / = not tested or not shown.

SMILES	Efflux pump mplx	RPL19A-GFP yeast	AGP1-GFP MLPCN	AHR act	LAP4-GFP MLPCN	CIT2 TOR yeast	MEP2-GFP yeast	CR mimetic SO
O=C(COc1ncnc2ccccc12)NCCc1ccccc1	0.2	102	103	0	102	97	100	90
CC(C)C(=O)Nc1ccc(C(=O)NNC(=O)CCc2ccccc2)cc1	0.1	99	100	0	97	101	100	108
COc1ccc(CC(=O)OCC(=O)Nc2ccc3[nH]c(=O)[nH]c3c2)cc1	0.0	96	103	1	107	101	97	91
COc1ccccc1-c1nc(SCC(=O)NCc2ccco2)c2c(=O)n(C)c(=O)n(C)c2n1	0.1	96	91	11	71	/	90	93
Cc1c(N=C2SCC(=O)N2c2c(C)n(C)n(-c3ccccc3)c2=O)c(=O)n(-c2ccccc2)n1C	0.0	104	105	1	101	98	106	112
CN1CCN(c2ccc([N+](=O)[O-])cc2C(=O)c2ccccc2)CC1	0.1	97	107	0	116	92	98	85
Cc1ccc2nc(NC(=O)C3CCCN(S(=O)(=O)c4cccc5nsnc45)C3)sc2c1 (configuration not stated)	0.3	106	114	-2	109	107	108	102
CCc1cc2cc(C)cc(C)c2nc1Cl	0.0	112	130	-1	115	119	109	94
COc1cccc(CN(C)C(=O)c2cc(S(=O)(=O)NC3CCCCC3)ccc2C)c1OC	0.2	108	107	0	104	102	111	123
COc1ccccc1C(=O)COC(=O)CSCC(=O)Nc1cc(C)on1	0.7	91	97	7	91	78	91	105
O=C(C[N+]1(CC#Cc2ccccc2)CCCCC1)c1ccccc1	0.0	87	88	0	86	85	?	93
Cc1ccccc1C(=O)Nc1ccccc1NC(=O)c1ccccc1C	-0.1	107	100	/	86	96	104	97
CN(Cc1ccccc1)S(=O)(=O)c1ccc(NC(=O)C2CCCO2)cc1 (configuration not stated)	-0.1	102	103	-2	95	100	99	84
CC(C)Cc1cc(C(=O)NCc2ccco2)no1	0.7	100	88	2	110	93	96	103
O=C(CNC(=O)c1ccc(Br)cc1)NC1CC1	0.2	106	100	0	103	95	105	103
Cc1cc(-c2ccc(C(C)C)c(S(=O)(=O)NCCN3CCC(C)CC3)c2)on1	-0.1	98	101	6	91	108	101	90
O=C(COC(=O)c1cccc(OC(F)F)c1)NC(=O)NC1CCCCC1	-0.1	100	103	1	115	103	97	98
O=C(COC(=O)CNS(=O)(=O)c1ccccc1)Nc1ncc(Cl)cc1Cl	-0.1	97	102	5	97	93	93	112
Cc1ccc(C(=O)COC(=O)c2cccc(N3C(=O)c4c(C)nc5ccccc5c4C3=O)c2)cc1C	0.6	100	106	4	98	101	103	100
CC(=O)Nc1ccc(Oc2ccc3nc(C)[nH]c3c2)cc1	0.2	/	89	5	90	91	97	98
Cc1cc(C)cc(NC(=O)CN2CCN(c3ccccn3)CC2)c1	0.3	100	95	1	86	97	101	89
Cc1c(Cl)cccc1NC(=O)CN(C1CCCCC1)S(C)(=O)=O	0.0	98	92	-2	86	101	104	101
COc1ccc(OC)c(S(=O)(=O)Nc2ccc(CC(=O)O)cc2)c1	0.2	100	100	-2	102	92	95	96
O=[N+]([O-])c1ccc(Sc2ccccc2Cl)nc1	0.1	88	93	-1	78	90	95	94
CC(C)[C@H](CO)N(Cc1cccc(F)c1)c1nc(Nc2cccc(Cl)c2)c2ncn(C(C)C)c2n1	0.1	100	93	17	102	102	94	97
CCCCCC(=O)NC(=S)Nc1ccc2oc(=O)ccc2c1	-0.1	96	94	5	94	93	88	88
Cc1ccc(C)c(NC(=S)NNC(=S)Nc2ccc(C(C)C)cc2)c1	-0.1	106	127	9	107	100	114	106
CN(C)S(=O)(=O)c1cccc(-c2csc(=Nc3ccccc3)n2CCCN2CCOCC2)c1	-0.2	110	101	2	99	105	98	104
CCN1C(=O)Cc2cc(S(=O)(=O)NCCc3ccccc3)ccc21	0.0	102	93	-1	86	102	105	93
O=C1/C(=C\c2cc([N+](=O)[O-])ccc2O)SC(=S)N1Cc1ccc(Cl)cc1	0.7*	102	96	2	90	94	105	128
Cc1cccc(N(CC(=O)NC(C)(C)C)C(=O)CNC(=O)c2cccs2)c1	0.1	100	95	2	100	96	101	105
Cc1nnc(SCC(=O)N(CCC#N)c2ccc3c(c2)OCCO3)s1	0.1	102	99	1	100	99	105	96
O=C1CC(C(=O)Nc2ccc(O)c(C(=O)O)c2)C(c2ccccc2)O1 (configuration not stated)	0.3	105	101	-2	98	107	103	101
CN1CCC(N(C)CC(=O)Nc2ccc3c(c2)OC(F)(F)O3)CC1	0.2	95	103	0	105	90	97	104
O=C(Cc1cccs1)N/N=C/c1ccccn1	0.0	101	101	1	102	97	95	110
CCOC(=O)CCCCC(=O)c1[nH]c(=O)[nH]c1Cn1ccnc1	0.0	97	97	0	95	98	102	96
CCOC(=O)c1cc(OC(=O)c2ccccc2)n(-c2ccccc2)n1	-0.6	92	100	1	103	95	96	85
CCC1=C(OC(=O)c2ccccc2)C(C)(C)C(c2ccccc2)OC1=O (configuration not stated)	-0.1	106	105	-3	112	111	109	88
COc1ccccc1N1CCN(C(=O)Nc2cccc(C)c2)CC1	-0.1	103	108	7	111	108	103	90
COc1ccc(OC)c(C2C(C(=O)Nc3ccc(F)cc3)=C(C)Nc3nc(CCCO)nn32)c1 (configuration not stated)	-0.1	96	108	3	103	105	101	97
CN1C(=O)/C(=C/c2ccc(OCc3cccc(F)c3)cc2)NC1=S	-0.1	97	97	-3	100	94	104	112
Cc1ccccc1C(=O)c1cccn1CC(=O)NCC1CCCO1 (configuration not stated)	0.0	104	104	5	111	102	109	93
COC(=O)c1c(NC(=O)CC2Nc3cc(C)c(C)cc3NC2=O)sc(C)c1C (configuration not stated)	1.4	96	89	9	82	96	88	97
CN(C)C(/C=C/Nc1cccc([N+](=O)[O-])c1)=C(C#N)C#N	0.0	91	96	18	96	/	95	111
COc1ccc(S(=O)(=O)N2CCN(C(=O)CCC3CCCC3)CC2)cc1	-0.1	98	91	1	103	93	98	99
COc1ccc(S(=O)(=O)N2CCOCC2)c(Cl)c1Cl	0.0	86	112	0	120	93	121	100
CCCCOC(=O)Nc1nnc(CC)s1	-0.2	101	99	4	102	98	104	94
COc1cc(NC(=O)c2cccc([N+](=O)[O-])c2)ccc1NC(=O)c1ccco1	-0.4	118	107	22	104	120	112	93
O=C(NNC(=O)c1ccc[nH]1)c1cccc(C(F)(F)F)c1	0.1	95	115	-2	105	147	103	115
Cc1ccc(CNS(=O)(=O)NCc2cccs2)cc1	0.0	99	61	0	87	76	98	107
COCCn1c(=NC(=O)CCS(=O)(=O)c2ccccc2)sc2cc(C)ccc21	-0.1	111	109	9	116	107	112	85
CC(C)CNC(=O)c1cccc(NC(=O)c2ccco2)c1	0.1	98	105	0	103	98	103	97
Cc1ccc(C(=O)Nc2cccc3[nH]c(C(F)(F)F)nc23)cc1	0.0	99	105	24	106	96	113	105
CCN(CC)c1ccc(C(=O)OCC(=O)Nc2cc(C)on2)cc1	0.0	95	96	1	106	99	96	97
C=CCn1cnc2sc(C(=O)Nc3ccccc3OC)c(C)c2c1=O	-0.1	105	93	16	95	93	91	103
Cc1cc(C)cc(NS(=O)(=O)c2cc3[nH]c(=O)c(=O)[nH]c3cc2C)c1	-0.5	107	110	-1	108	109	116	101
COc1ccc(NC(=S)NCCc2ccc(S(N)(=O)=O)cc2)c(OC)c1	0.1	83	83	1	82	78	79	110
Cc1nc2ccc(NS(=O)(=O)c3ccc(C)c(C)c3)cc2s1	0.1	96	99	2	98	90	97	108
CC(C)C(=O)N1CCN(c2ccccc2NC(=O)Cc2ccc(Cl)cc2)CC1	0.0	100	100	2	99	94	98	97
O=C(CN1CCC(NC(=O)Nc2ccccc2)CC1)Nc1ccccc1F	-0.1	99	100	-1	95	99	106	108
Going on with the list:
SMILES	Efflux pump mplx	RPL19A-GFP yeast	AGP1-GFP MLPCN	AHR act	LAP4-GFP MLPCN	CIT2 TOR yeast	MEP2-GFP yeast	CR mimetic SO
C=CCN1C(=O)CSc2ccc(C(=O)NC(C)c3ccccc3)cc21 (configuration not stated)	-0.1	110	111	2	102	106	102	128
COc1ccc(CCNc2nc(C)nc3c2nnn3Cc2ccccc2)cc1	0.1	103	100	-3	92	106	105	107
COc1cc2c(cc1OC)C1=C(C#N)COCN1CC2	0.0	96	102	11	97	98	106	87
CCc1sc(C(=O)Nc2cc(S(=O)(=O)N3CCOCC3)ccc2OC)cc1C	0.1	110	109	-1	130	90	108	66
COc1ccc(C(=O)NCCNC(=O)c2ccc(C)nc2)cc1	0.1	102	100	-2	95	98	99	109
COc1ccc(NC(=O)c2ccco2)cc1NC(=O)c1ccccc1F	0.3	100	100	87*	104	95	105	96
Cc1ccc(-c2nnn(CC(=O)N(CC3CCCO3)C(C(=O)NC3CCCC3)c3ccc(O)cc3)n2)o1 (configuration not stated)	0.9	105	121	1	106	120	113	106
CC(C)(C)NC(=O)C(Cc1ccccc1)NS(=O)(=O)c1ccc2c(c1)CCC(=O)N2 (configuration not stated)	0.1	96	101	0	96	94	97	101
Cc1ccc(C2=NN(C(=O)CN3C(=O)c4ccccc4S3(=O)=O)C(c3ccco3)C2)cc1 (configuration not stated)	-0.1	105	100	-2	99	106	122	111
CCn1c(=O)n(CC)c2cc(S(=O)(=O)N3CCC(c4ccccc4)CC3)ccc21	0.2	100	102	0	98	101	100	110
Cc1ccc(-c2noc(CCC(=O)NCCN3CCN(Cc4ccccc4)CC3)n2)cc1	0.1	96	98	-3	88	105	91	106
CCc1ccccc1NC(=O)c1cnc2scc(C)n2c1=O	0.2	98	101	40	113	96	112	118
Cc1nc2ccccc2nc1N/N=C/c1ccc(O)cc1O	-0.1	97	100	25	105	94	96	92
O=C(NC(CO)C(O)c1ccc([N+](=O)[O-])cc1)C(Cl)Cl (configuration not stated)	-0.1	96	94	3	99	88	105	91
CN(NC(=O)c1ccccc1)c1nc2ccccc2nc1C(F)(F)F	-0.1	98	104	-1	107	97	101	77

Brought forward from above: 4 entries, then new ones.
SMILES	Efflux pump mplx	RPL19A-GFP yeast	AGP1-GFP MLPCN	AHR act	LAP4-GFP MLPCN	CIT2 TOR yeast	MEP2-GFP yeast	CR mimetic SO
CCc1ccccc1NC(=O)c1cnc2scc(C)n2c1=O	0.2	98	101	40	113	96	112	118
Cc1nc2ccccc2nc1N/N=C/c1ccc(O)cc1O	-0.1	97	100	25	105	94	96	92
O=C(NC(CO)C(O)c1ccc([N+](=O)[O-])cc1)C(Cl)Cl (configuration not stated)	-0.1	96	94	3	99	88	105	91
CN(NC(=O)c1ccccc1)c1nc2ccccc2nc1C(F)(F)F	-0.1	98	104	-1	107	97	101	77
COc1ccc(-c2cc(C(=O)Nc3ccc(OC)cc3OC)no2)cc1	0.1	99	91	5	94	104	106	109
Cc1ccc([N+](=O)[O-])c(C)[n+]1C	0.1	96	94	2	85	95	98	101
COC(=O)c1sccc1NC(=S)N(C)C1CCCCC1	0.1	97	96	3	108	95	98	100
Cc1ccc(-n2nnnc2SCC(=O)N2CCc3ccccc3C2)c(C)c1	0.8	107	105	-4	111	89	111	89
CC12CCC(c3c1nc1ccccc1[n+]3[O-])C2(C)C (configuration not stated)	0.1	105	112	0	104	109	111	95
COC(=O)C1=C(C)N=C2SC(C#N)=C(N)N2C1c1ccc(OCc2ccccc2)cc1 (configuration not stated)	-0.1	88	91	1	84	98	100	102
COc1ccc(NC(=O)Cc2ccsc2)cc1S(=O)(=O)N1CCCCC1	0.0	93	94	4	87	93	92	107

An unsorted share of the library. Share with any hit: about 3.9%.
